HT1080NT lethal: kills 2HG-producing HT-1080-NT fibrosarcoma cells; HT-1080-NT fibrosarcoma viability, CellTiter-Glo ATP luminescence, 48 h; Potency, µM (top dose mostly 46.1 µM), without a hit: top-dose activity, negative = less viability, most hits filed as cytotoxic; 360,000 compounds, 1.6% hits;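 also: NT is the 2HG producing partner of a matched IDH1 knockdown line; potency is read from the fitted curve at half-maximal effect; 0% = DMSO-treated cells and -100% = media-only wells without cells; nearly all actives have a fitted effect of over 55% in size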
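HT-1080-NT fibrosarcoma cells (2HG-overproducing), 750 cells/well in RPMI with 5% FBS, dosed after 2 h and incubated 48 h at 37C. CellTiter-Glo luminescence normalized to DMSO and no-cell wells; concentration-response curves fitted and classed.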
GLP-1R agonist: activates the human GLP-1 receptor | HEK293 GLP-1R CRE-luciferase, luminescence, 4-6 h; cells express a hypersensitive GLP-1R form | 380,000 compounds, 0.007% hits | Potency, µM (doses to about 45.6 µM), without a hit: at the highest dose activation, actives largely listed as activators | AID 624172; also: potency is read from the fitted curve at half-maximal effect; % of control where 0% means no effect
Target sequence (P43220 whole entry, looked up): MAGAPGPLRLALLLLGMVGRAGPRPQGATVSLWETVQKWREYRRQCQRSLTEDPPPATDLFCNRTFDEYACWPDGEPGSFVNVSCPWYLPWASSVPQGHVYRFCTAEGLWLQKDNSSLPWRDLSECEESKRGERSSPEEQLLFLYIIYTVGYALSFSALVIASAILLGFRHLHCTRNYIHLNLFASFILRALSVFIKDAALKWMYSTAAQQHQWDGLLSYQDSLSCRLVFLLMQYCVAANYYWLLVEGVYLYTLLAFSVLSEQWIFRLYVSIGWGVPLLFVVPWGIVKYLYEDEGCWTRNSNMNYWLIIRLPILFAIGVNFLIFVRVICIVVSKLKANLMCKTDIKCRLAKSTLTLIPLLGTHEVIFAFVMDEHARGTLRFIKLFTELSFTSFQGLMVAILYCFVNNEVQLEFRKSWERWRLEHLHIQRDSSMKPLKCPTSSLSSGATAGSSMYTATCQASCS
KB-V1 MDR tox: kills drug-selected multidrug resistant KB-V1 cells | AID 1347076 | Potency, µM (titrated, usually from 46.1 µM), without a hit: top-dose activity change, negative = cytotoxicity, actives largely listed as cytotoxic | KB-V1 MDR cells viability, CellTiter-Glo, 72 h | 400,000 compounds, 3.4% hits; also: potency is read from the fitted curve at half-maximal effect; % is scaled to controls: 0 for no effect and ±100 for the full control effect; nearly all actives have a fitted effect of over 60% in size
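KB-V1 cells (P-gp-expressing MDR subline of KB-3-1) in phenol-red-free DMEM with 10% FBS were exposed to library compounds over a concentration series for 72 h at 37 degrees C. Viability read by CellTiter-Glo luminescence; concentration-effect curves fitted after normalization.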
D3 antag: blocks the human D3 dopamine receptor; max response, negative = inhibition, %; 360,000 compounds, 2.5% hits; P35462; D3R cells, DiscoveRx beta-arrestin luminescence, antagonist mode; active compounds read low; in the data active = max response below about -50%; inconclusive = no clear call, values can overlap the other calls; also: % is scaled to controls: 0 for no effect and ±100 for the full control effect; mostly tested at two doses, the higher about 12 µM
Target sequence (P35462 whole entry, looked up): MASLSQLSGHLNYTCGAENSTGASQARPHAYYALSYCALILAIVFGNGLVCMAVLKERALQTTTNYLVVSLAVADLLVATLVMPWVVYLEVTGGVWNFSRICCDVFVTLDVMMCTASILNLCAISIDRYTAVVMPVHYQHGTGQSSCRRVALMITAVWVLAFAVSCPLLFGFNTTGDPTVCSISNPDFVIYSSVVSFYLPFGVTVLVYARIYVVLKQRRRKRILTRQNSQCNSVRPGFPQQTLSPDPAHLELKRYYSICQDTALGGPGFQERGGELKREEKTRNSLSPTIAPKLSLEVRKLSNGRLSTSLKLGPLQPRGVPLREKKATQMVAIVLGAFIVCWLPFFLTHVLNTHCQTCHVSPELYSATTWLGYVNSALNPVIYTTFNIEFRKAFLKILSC
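Cells plated overnight at 1500 cells/well, then exposed to library compounds with dopamine controls for 90 minutes at 37 degrees C. DiscoveRx reagent added for 30–60 minutes at room temperature; luminescence read, quantitative HTS format.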
KB-3-1 tox: KB-3-1 parental cell cytotoxicity; 400,000 compounds, 1.4% hits; KB-3-1 viability, CellTiter-Glo ATP luminescence, 72 h; Potency, µM (series often up to 46.1 µM), inactives show top-dose activity change, negative = cytotoxic, actives largely listed as cytotoxic; also: potency is read from the fitted curve at half-maximal effect; % is scaled to controls: 0 for no effect and ±100 for the full control effect; nearly all actives have a fitted effect of over 60% in size
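Parental KB-3-1 viability, qHTS format: 72 h compound exposure, 37 °C; CellTiter-Glo; media-only wells and DMSO plates as controls; concentration-effect fits on corrected data.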
HT1080 IDH1KD tx: HT-1080 IDH1 knockdown cell toxicity (counter line) | AID 686971 | 360,000 compounds, 2% hits | Potency, µM (titrated, usually from 46.1 µM), inactives show top-dose activity, negative = toxicity, hits mostly cytotoxic | HT-1080 IDH1 knockdown viability, ATP luminescence, 48 h;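 also: potency is read from the fitted curve at half-maximal effect; 0% = DMSO wells and -100% = cell-free medium wells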
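In this qHTS, HT-1080 cells depleted of IDH1 are exposed for 48 h at 37 °C to compound titrations. Toxicity is scored from CellTiter-Glo luminescence, with DMSO as full viability and medium alone as none.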
DRD3 agonist: D3 dopamine receptor (human) agonism | 410,000 compounds, 0.58% hits | max activation, % | D3R DiscoveRx beta-arrestin cells, luminescence, 90 min; in the data active = max activation above about 30%; also: 0% is about no effect; mostly tested at two doses, the higher about 12 µM
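Agonist mode: compounds and dopamine controls were applied to plated cells for 90 min at 37 degrees C after an overnight attachment at 1500 cells/well. Luminescent read-out followed 30 - 60 minutes at room temperature with DiscoveRx detection reagent.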
IL-1B inflam inh: inhibitors of inflammasome signaling (IL-1 beta secretion). 360,000 compounds, 4.7% hits. activity change, % at 57.5 µM. AID 743279. THP-1 LPS/ATP IL-1B secretion, AlphaLISA, 16 h; active compounds read low; in the data active = activity change below about -50%; inconclusive = mostly about -30% to -49%; also: % is scaled to controls: 0 for no effect and ±100 for the full control effect
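THP-1 cells pretreated 1 hr with compounds (up to 57.5 uM final), then stimulated with LPS (250 ng/mL final) plus ATP (1.25 mM final); secreted IL-1B measured by AlphaLISA after 16 hr, decreased signal indicating inhibition.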
SW480 rerep: inducers of DNA re-replication in SW480 colon cancer cells | Potency, µM (series often up to 46.1 µM), for inactives: at the top dose re-replication activation, hits mostly activators | SW480 DNA re-replication, Hoechst DNA content imaging, 48 h | 340,000 compounds, 1.8% hits; also: potency is read from the fitted curve at half-maximal effect; % of control where 0% means no effect; nearly all actives have a fitted effect of over 55% in size
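First, 250 cells per well were seeded. Next, compound or vehicle (23 nL) was pinned in, plates sat 48 hr at 37 C. Finally Hoechst was added for 40 min before fluorescence scanning.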
Active calls of the source: *; ? = inconclusive; nt = no result given; [ ] = dose if it differs, or a comment. Unless noted, calls follow the shape of the dose curve; as a rule, active = well fitted curve in the direction sought with a large enough effect; inconclusive = small, poorly fitted or top-dose-only effect, or another doubt; inactive = no such curve, though single readings can be large; an effect the other way counts as inactive or inconclusive. The list is partial; rates above refer to the full screens.

SMILES | HT1080NT lethal | GLP-1R agonist | KB-V1 MDR tox | D3 antag | KB-3-1 tox | HT1080 IDH1KD tx | DRD3 agonist | IL-1B inflam inh | SW480 rerep
COc1cc(CN2CCCC(CCC(=O)NCc3ccc(C)o3)C2)cc2c1OCO2 (centres undefined) | -7% | -8% | 0% | -4 | 2% | 5% | -6 | -11 | ?
COC(=O)C1=C(c2cccc(C#N)c2)C[C@@H]2CC[C@H]1N2C(=O)NCCOc1ccccc1 | 9% | 3% | -7% | 17 | 6% | 4% | -3 | -2 | -26%[9.22 µM]
CC1=C2C(=O)C3C(CC=C4CC(O)CCC43C)C2CCC12OC1CC(C)CNC1C2C (centres undefined) | 0% | -1% | -21% | 8 | -29% | -1% | -14 | 18 | 0%
COC(=O)C1=C(c2cccc(OCc3ccccc3)c2)C[C@@H]2CC[C@H]1N2C(=O)NCCOc1ccc(OC)cc1 | -2% | 11% | ? | -19 | ? | -3% | 3 | -11 | -8%
Cc1ccc2c(c1)C1CN(C)CCC1N2C(=O)c1ccc(Br)o1 (centres undefined) | -3% | 1% | -10% | 0 | -20% | -6% | -14 | -17 | -3%
CN1C(=O)N(C)C(=O)C2(Cc3cc(NC(=O)c4ccc(F)cc4)ccc3N3CCCC32)C1=O (centres undefined) | 0% | 6% | ? | -5 | 13% | 27% | 2 | -1 | -5%
CN(C(=O)Cc1ccc2c(c1)OCO2)C1CCCN(Cc2ccccc2F)C1 (centres undefined) | -9% | -1% | 3% | 0 | 0% | -2% | -4 | -10 | 2%
O=C(O)C1C2CCC(O2)C1C(=O)Nc1ccc(F)c(F)c1 (centres undefined) | -13% | 0% | 22% | -15 | -10% | -20% | -6 | 115 | ?
CCC(=O)c1ccc(OC)c(OC)c1 | -7% | 9% | 0% | -13 | ? | -4% | -7 | -1 | 2%
Nc1ccccc1N=Cc1c(O)n(CCC2=CCCCC2)c(=O)[nH]c1=O | -6% | 1% | -9% | -87* | -9% | 0% | -10 | 6 | 16%
Cc1nonc1OCCNc1ccc([N+](=O)[O-])c2cccnc12 | -14% | 20% | ? | -18 | -21% | -13% | -6 | -1 | 0.52µM*
CN1CCN(c2ccc(C(N)=O)cc2N)CC1 | 7% | -5% | 20% | 4 | 17% | 1% | 1 | -4 | -6%
Cc1ccc(-n2nc(C)c3c2NC(=O)CSC3c2ccc3c(c2)OCO3)cc1 (centres undefined) | -1% | -14% | ? | -1 | -14% | 2%[9.24 µM] | -19 | -5 | 2%
OCC1CO1 (centres undefined) | 3% | 14% | 13% | 1 | 0% | 4% | 9 | 10 | 1%
CCCCn1c(=O)c(C(=O)Nc2cccc(C)c2)c(O)c2ccccc21 | 13% | -1% | ? | 20 | ? | 10% | 5 | 25 | -6%
Cc1ccc(-n2c(O)c(C=Nc3ccccc3N)c(=O)[nH]c2=O)cc1C | -8% | -27% | 1% | -29 | 12% | -2%[9.24 µM] | -50 | 15 | -11%
CN1CCN(C(=S)SCC(=O)Nc2ccc(Cl)cc2C(=O)c2ccccc2)CC1 | -29% | -2% | 5.2µM* | -21 | -11% | ? | -16 | -88* | ?
C[C@H](CO)N1C[C@H](C)[C@@H](CN(C)C(=O)NC2CCCCC2)Oc2c(cccc2N(C)C)C1=O | 0% | -4% | -5% | -28 | -1% | -11% | -12 | -1 | ?
COC(=O)C1=C(c2ccc(F)cc2OCc2ccccc2)C[C@@H]2CC[C@H]1N2C(=O)NC1Cc2ccccc2C1 | -9% | 1% | -22% | -10 | ? | -13% | -11 | -20 | 3%
Cc1nn(Cc2ccccc2)c(Cl)c1C(=O)OCC(=O)Nc1cccc2ccccc12 | -7% | 5% | 16µM* | -11 | ? | -2% | -1 | 0 | -1%
CCOC(=O)[C@]12Cc3ccccc3[C@H]1N(Cc1ccccc1)C(=O)c1cc(F)c(F)cc12 | ? | -15% | 10µM* | 6 | 23µM* | ? | 7 | -67* | nt
O=C(Cn1ncc2c3ccccc3n(Cc3ccccc3F)c2c1=O)N1CCC2(CC1)OCCO2 | 25% | 2% | ? | 0 | 5% | 15% | -4 | ? | -2%
COC(=O)CN1C(=O)C2(C(C(=O)OC)=C(N)Oc3ccccc32)C2=C1CC(C)(C)CC2=O (centres undefined) | 3% | 5% | 3% | 23 | -16% | 2% | 11 | 26 | 3%
COc1ccc(OC(=O)N2C/C(=C/c3ccccc3)C(=O)/C(=C\c3ccccc3)C2)cc1 | 10µM* | 1% | ? | -15 | ? | 8.2µM* | -8 | -87* | 3.7µM*
CN1CCCC1c1ccc(=O)[nH]c1 (centres undefined) | 17% | -5% | 3% | 4 | 1% | 15% | 3 | 2 | 1%
COc1ccccc1Cn1c(SCC#N)nc2cc(C(=O)N3CCC4(CC3)OCCO4)ccc2c1=O | -14% | 28% | 14% | -17 | -3% | -12% | 7 | ? | 1%
CCC1([N+](=O)[O-])COP(N)(=O)OC1 (centres undefined) | 7% | 1% | 6% | -15 | 1% | 24% | 3 | -5 | -2%
Cc1ccc(C2N(c3cc(C)on3)C(=O)C3CCCN32)cc1 (centres undefined) | 11% | -9% | 12% | -9 | 3% | 9% | 2 | 5 | -1%
CC(=NCCN1CCOCC1)c1c(O)n(C2CCCCC2)c(=O)[nH]c1=O | 1% | 0% | 1% | 5 | 23% | 6% | -3 | 13 | -32%
O=C(N/N=C/c1c(O)n(-c2ccccc2)c(=S)[nH]c1=O)c1ccccc1 | 2% | -1% | 17% | -2 | 7% | 10% | 11 | 13 | -3%
S=C(NCCc1ccccc1)N1Cc2ccccc2-n2nncc2C1 | -17% | 0% | -11% | -12 | 0% | -11% | -13 | 52 | nt
O=C(NC(Cc1ccccc1)C(=O)N1CCC2(CC1)OCCO2)C1CCCCC1 (centres undefined) | -1% | -2% | -13% | 26 | 2% | 20% | 2 | -1 | -10%
CCN1C[C@]2(COC)CC[C@H](O)[C@@]34C5C[C@@H]6[C@@H](OC)C[C@@](O)(C5[C@H]6O)[C@](O)([C@@H](OC)C23)[C@@H]14 (some centres undefined) | 5% | 13% | 0% | 25 | 0% | 10% | 13 | 4 | ?
Cc1cccc(NP(=O)(Oc2ccccc2)Oc2ccccc2)c1C | ? | 5% | ? | 27 | ? | -18% | 1 | -89* | ?
C=CC[C@@H](CC(=O)N(CCO)Cc1ccccc1)C(=O)NC[C@H](OC(=O)[C@@H](CC=C)CC(=O)OC(C)(C)C)c1ccccc1 | -17% | 1% | 4% | 18 | ? | -25% | 1 | ? | -2%
CC(=NCC1CCCO1)c1c(O)n(-c2ccc(Cl)cc2)c(=O)[nH]c1=O (centres undefined) | 3% | 5% | -13% | -11 | 20% | 2% | 2 | -7 | -13%

Some entries already given with just D3 antag and HT1080NT lethal.
Compound	D3 antag	HT1080NT lethal
COc1ccc(OC(=O)N2C/C(=C/c3ccccc3)C(=O)/C(=C\c3ccccc3)C2)cc1	-15	10µM*
CCCCn1c(=O)c(C(=O)Nc2cccc(C)c2)c(O)c2ccccc21	20	13%
COc1ccccc1Cn1c(SCC#N)nc2cc(C(=O)N3CCC4(CC3)OCCO4)ccc2c1=O	-17	-14%

Further structures.
SMILES | HT1080NT lethal | GLP-1R agonist | KB-V1 MDR tox | D3 antag | KB-3-1 tox | HT1080 IDH1KD tx | DRD3 agonist | IL-1B inflam inh | SW480 rerep
Cc1ccc(-c2nc(N3CCOCC3)s[n+]2-c2ccccc2)cc1 | 3% | -20% | -48% | 6 | 11% | -5% | 6 | 0 | -14%
Cc1cc(C(=O)O)oc(=O)c1 | -1% | -1% | 18% | 8 | 2% | 7% | -4 | 37 | -53%[inhibitor]
O=C1NCCN2CCCC12 (centres undefined) | 13% | -1% | 16% | 15 | 0% | 14% | -3 | 4 | -3%
CCC(C)N1C(=O)/C(=C\c2cc3c4c(c2)CCCN4CCC3)C(=O)NC1=S (centres undefined) | 1% | 1% | 8% | -11 | -21% | 3% | -8 | -4 | -8%
Cn1c(=O)cc(OCC(=O)N2CCN(C3CCCCC3)CC2)c2ccccc21 | 0% | 0% | 21% | -23 | 1% | -12% | -10 | 29 | -5%
Clc1ccc2nc3c(c(-c4ccccc4)c2c1)CNCC3 | -11% | 0% | ? | -1 | -25% | -3% | 5 | -57* | -4%
O=c1[nH]c(=S)n(CCC2=CCCCC2)c(O)c1/C=N/N1CCOCC1 | 2% | 1% | 14% | -4 | 0% | -17% | -5 | -1 | ?
CCN(CC)P(=O)(c1nccn1C)N(CC)CC | 5% | -6% | 20% | 16 | -4% | 10% | 2 | 14 | -6%
COc1ccc(S(=O)(=O)Nc2ccc(F)cc2)cc1N(C)S(=O)(=O)c1ccc(Cl)cc1 | ? | 3% | ? | 20 | ? | ? | 15 | -94* | -2%
CC(C)CC[C@@H](O)[C@](C)(O)C1CC[C@@]2(O)C3=CC(=O)[C@@H]4C[C@@H](O)[C@@H](O)C[C@]4(C)C3CC[C@]12C (some centres undefined) | ? | -5% | -6% | -15 | 14% | 9% | 5 | 0 | -17%
CCOC(=O)[C@]12Cc3cc(Cl)ccc3[C@H]1N(C1CCCCC1)C(=O)c1ccccc12 | 2.3µM* | -26% | ? | -80* | 1.6µM* | 2.3µM* | -9 | -114* | nt
COc1ccc2c(c1)C(c1ccc(N(CCCl)CCCl)cc1)=NCC2 | ? | 17% | -21% | -19 | -4% | 26µM* | -14 | -90* | ?
CC1(C)C2CC=C(CN3CCOCC3)C1C2 (centres undefined) | 10% | -11% | -4% | -53* | 0% | 6% | 2 | 17 | 2%
C[C@]12CC[C@H](O)CC1=CCC1C2CC[C@@]2(C)C1C[C@@H](O)[C@@H]2O (some centres undefined) | 4% | -15% | 2% | 6 | 20% | 3% | 2 | 6 | 4%

Source: PubChem BioAssay
